Bioassay records deposited in PubChem by several laboratories.
TROY NFkB inh = inhibitors of TROY-driven NF-kB signaling, primary screen, Q293 LMP1-TROYcd cells, NF-kB luciferase, uHTS; inhibition, % at 10 µM; 0.98% of 360,000 active; AID 1347056, 2019; Q293 LMP1-TROYcd NF-kB luciferase reporter, 4 h;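 active means compounds whose plate-normalised and pattern-corrected inhibition of the luciferase reporter signal at the single screening dose is 50% or more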
C8 TRAIL sens = viability loss with TRAIL in NB7+C8 cells, primary screen, TRAIL sensitizer project, cell-based, ATPlite luminescence | 1% of 360,000 active | inhibition (viability loss, TRAIL sensitization), % at 10 µM;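 active means compounds causing at least 50% loss of cell viability in the single-dose screen, relative to plate controls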
TWEAK Fn14 block = inhibitors of TWEAK-Fn14 signaling, primary screen, luciferase reporter cells, uHTS; TWEAK-stimulated Fn14 reporter cells, luciferase luminescence, 8 h; inhibition, % at 10 µM; 2% of 360,000 active; AID 1159606, 2016; in the data active means inhibition above about 50%
SRC3 inh = SRC3 coactivator transcriptional activity inhibitors, primary screen, cell-based, luminescence; Nuclear receptor coactivator 3 (Homo sapiens), Q9Y6Q9; HEK293 GAL4-SRC3 luciferase reporter; inhibition, % at 3.6 µM; 0.17% of 360,000 active;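 active means inhibition above a per-campaign cutoff, the mean of all compounds plus 3 SD, cut at about 60% in these data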;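 further: 0% = DMSO-treated cells and 100% = gossypol-treated cells at 36 µM; higher means less SRC3-driven luciferase light from the GAL4 reporter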
Shn3 3UTR inh = reduction of Shn3 3'UTR firefly luciferase signal, primary screen, Schnurri-3 inhibitor project, cell-based, Clone20 osteoblasts, set 2; Clone20 osteoblast Shn3 3'UTR firefly luciferase, 24 h; inhibition, % at 12.5 µM; 0.52% of 360,000 active; AID 588674, 2011;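 active means mean inhibition of at least 75% with every replicate also reaching 75%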;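 further: 0% = median of neutral control wells and 100% = pilot-screen positive control compound; some compounds past the cut are filed as inactive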
KKLEB cytotox = cytotoxicity in KKLEB CF airway cells, primary screen, cytotoxicity control for CF NF-kB inhibitor project, cell-based, uHTS, fluorescence assay plates. KKLEB CF airway cells viability, ATPlite luminescence, overnight; stronger effect = lower value; cells stimulated with P. aeruginosa culture filtrate. activity change (cytotoxicity), % at 5 µM. 0.36% of 360,000 active. AID 602141, 2011;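 active means corrected activity change at or below -50% at 5 µM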
NR5A2 inv ag = LRH-1 (NR5A2) inverse agonists, primary screen, cell-based, luminescence, HEK293T, StAR-luciferase reporter. LRH-1 transfected, 24 h. inhibition, % at 3.6 µM. Nuclear receptor subfamily 5 group A member 2 (Homo sapiens), O00482. 0.13% of 360,000 active;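 active means inhibition above the mean inhibition of all tested compounds plus 3 SD, cut at about 73% in these data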;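 further: 0% = DMSO wells and 100% = reporter-only cells lacking LRH-1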
Target sequence (O00482 whole entry, looked up): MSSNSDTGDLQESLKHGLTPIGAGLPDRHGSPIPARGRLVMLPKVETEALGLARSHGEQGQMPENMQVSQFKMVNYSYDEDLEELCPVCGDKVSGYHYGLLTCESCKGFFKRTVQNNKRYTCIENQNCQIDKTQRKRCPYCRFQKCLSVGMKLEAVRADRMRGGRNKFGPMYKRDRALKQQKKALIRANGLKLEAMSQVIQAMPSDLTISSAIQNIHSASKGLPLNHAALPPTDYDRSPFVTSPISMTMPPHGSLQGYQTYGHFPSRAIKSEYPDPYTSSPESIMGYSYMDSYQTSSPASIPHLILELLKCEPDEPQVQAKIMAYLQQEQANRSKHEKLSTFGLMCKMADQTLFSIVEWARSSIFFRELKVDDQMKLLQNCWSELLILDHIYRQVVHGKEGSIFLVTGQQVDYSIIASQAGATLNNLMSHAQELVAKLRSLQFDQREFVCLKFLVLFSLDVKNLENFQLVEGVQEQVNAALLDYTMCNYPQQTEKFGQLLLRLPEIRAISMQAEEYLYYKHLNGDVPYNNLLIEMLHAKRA
SRC1 inh = SRC1 coactivator transcriptional activity inhibitors, primary screen, cell-based, luminescence. HEK293 GAL4-SRC1 luciferase reporter. 0.12% of 360,000 active. Nuclear receptor coactivator 1 (Homo sapiens), Q15788. inhibition, % at 3.6 µM;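 active means inhibition above the campaign mean plus 3 SD, with each screening campaign given its own cutoff, cut at about 60% in these data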;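 further: 0% = DMSO treated cells and 100% = gossypol at 36 µM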
NR2F2 inh = NR2F2 transcriptional activity inhibitors, primary screen, cell-based, luciferase reporter, HEK293T, luminescence; 0.7% of 370,000 active; inhibition, % at 8.6 µM; AID 686940, 2013; HEK293T NGFI-A luciferase reporter;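 active means inhibition above a per-plate cutoff, mean inhibition of test wells between control levels plus 3 SD, cut at about 38% in these data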;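 further: cells cotransfected with COUP-TFII expression vector driving the NGFI-A reporter; 0% = median of COUP-TF2 test wells and 100% = reporter-only cells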
Target sequence (P24468 whole entry, looked up): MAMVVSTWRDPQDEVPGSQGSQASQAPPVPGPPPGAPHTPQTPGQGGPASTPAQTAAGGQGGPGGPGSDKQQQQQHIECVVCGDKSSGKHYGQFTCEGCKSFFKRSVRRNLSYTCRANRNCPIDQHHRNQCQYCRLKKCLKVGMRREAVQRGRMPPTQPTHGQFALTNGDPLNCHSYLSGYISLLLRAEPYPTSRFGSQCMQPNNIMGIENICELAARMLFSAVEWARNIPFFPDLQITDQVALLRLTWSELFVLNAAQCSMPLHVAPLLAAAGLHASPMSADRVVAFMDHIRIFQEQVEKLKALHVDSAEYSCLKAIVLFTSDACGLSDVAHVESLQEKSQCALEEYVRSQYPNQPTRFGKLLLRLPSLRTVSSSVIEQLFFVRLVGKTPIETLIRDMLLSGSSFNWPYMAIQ
CF NFkB inh = inhibitors of PAF-induced NF-kB signaling, primary screen, cell-based, GFP fluorescence, uHTS. KKLEB NF-kB-GFP reporter, GFP fluorescence overnight. inhibition, % at 5 µM. 0.86% of 360,000 active. AID 588850, 2011;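 active means at least 50% inhibition at 5 µM, scaled per plate between neutral and stimulator controls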;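 further: PAF is a Pseudomonas aeruginosa culture filtrate used as stimulus; plate controls were PAF-stimulated DMSO wells for no effect and unstimulated DMSO wells for full effect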
EBV LMP1 NFkB = EBV LMP1-driven NF-kappaB luciferase reporter inhibitors, primary screen, cell-based, luminescence, single point; AID 504558, 2011; inhibition, % at 12.5 µM; 0.69% of 350,000 active; LMP1-induced NF-kappaB luciferase reporter cells; in the data active means inhibition above about 41%;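 further: 0% = neutral control wells and 100% = reference inhibitor control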
Active calls of the source: *; nt = not tested or not shown; & = joins results of further samples.

SMILES	TROY NFkB inh	C8 TRAIL sens	TWEAK Fn14 block	SRC3 inh	Shn3 3UTR inh	KKLEB cytotox	NR5A2 inv ag	SRC1 inh	NR2F2 inh	CF NFkB inh	EBV LMP1 NFkB
CN(C(=O)CSc1nnc(Cc2cccs2)n1C1CC1)C1CCS(=O)(=O)C1 (stereo not given)	-3	-11	-8	1	8	11	5	-14	-1	5	1
O=C(C1CC(=O)N(C2CCCC2)C1)N1CCN(c2ccccc2)CC1 (stereo not given)	26	-4	3	21	19	2	-16	-6	-8	8	-1
CCC(C)NC(=O)CSc1nc2ccsc2c(=O)n1-c1ccc(OC)cc1 (stereo not given)	-2	7	-14	-10	6	2	5	-12	-5	8	0
CC1C(=O)N2CCCc3cc(NC(=O)c4ccccc4Br)cc1c32 (stereo not given)	-18	15	-4	4	1	-1	33	-8	3	-25	-1
CC1CCCCC1NC(=O)CN1C(=O)COc2ccccc21 (stereo not given)	-15	0	-16	-2	-5	-20	5	-2	-9	10	nt
O=C(CCc1ccccc1)Nc1ccc(S(=O)(=O)N2CCCC2)cc1	-6	2	7	5	-2	1	21	5	-14	-2	24
CCN(CCCNS(=O)(=O)c1ccc2c(c1)oc(=O)n2C)c1cccc(C)c1	-5	4	-11	3	40	-8	-14	5	-3	-8	7
Cc1ccc(-c2nnc(-c3cc(C)on3)o2)cc1	18	42	22	-39	-80	-6	-112	-116	-28	-3	3
Cc1ccc2nc(-c3ccncc3)cc(C(=O)Nc3ccc(OC(F)F)cc3)c2c1	-4	14	44	8	19	7	11	12	-2	-13	-1
CC(C)(C)c1ccccc1NC(=O)CN1C(=O)NC(Cc2ccccc2)C1=O (stereo not given)	7	10	13	1	3	-5	5	2	-4	0	1
COc1cc(/C=C/c2cc(C(=O)O)c3ccccc3n2)ccc1OC(F)F	-63	83*	-73	-26	-57	-4	-27	-50	-16	9	1
Cc1ccc(NC(=O)Nc2cccc(C)n2)c(C)c1	-42	0	-19	-55	-61	9	-20	-61	-9	-17	-30
O=C(COc1ccc(S(=O)(=O)N2CCCC2)cc1Cl)NC1CC1	-1	0	5	5	-17	2	8	-2	3	11	-5
O=S(=O)(Nc1cc(S(=O)(=O)N2CCOCC2)ccc1NCC1CCCO1)c1ccc(F)cc1 (stereo not given)	-1	0	-9	3	3	2	-8	-9	-4	-9	1
CCOC(=O)c1c(C)c(C(=O)NCc2ccccc2OC)c(C)n1C	-14	-9	17	0	5	-12	-7	6	4	8	-4
Cc1ccc(CNC(=O)c2coc(=O)c3ccccc23)o1	11	-20	15	3	0	3	14	-8	-29	-2	-1
O=C(COC(=O)c1ccc(F)cc1)Nc1ccc2c(c1)OCO2	-24	-2	-27	5	72	17	-12	-3	-15	5	-33
CCCC1NC(=O)c2cccnc2-n2c1nc1cc(F)c(F)cc1c2=O (stereo not given)	-14	32	6	-5	14	2	-17	-30	-9	-23	5
CC(C)OC(=O)CSc1nnc(CNc2ccc(Cl)cc2)n1C	8	-5	17	12	-11	2	3	21	3	0	-8
CCCN(CCC)CCCNC(=O)CCNS(=O)(=O)c1ccc(Br)cc1	9	1	-4	18	-49	18	-3	3	7	-10	-17
CC(C)(C)OC(=O)N1CCC(NC(=O)c2[nH]cnc2C(=O)Nc2ccc(Cl)cc2)CC1	-7	27	-12	-5	10	0	-9	2	8	-18	6
CCOc1cc(/C=N/Nc2cc(C)nc3ccc(C)cc23)ccc1O	-42	-11	-9	-19	-8	-5	-16	-46	-5	-6	-9
COc1ccc(CN(CC(=O)NCc2ccccc2)C(=O)c2csnn2)cc1	-1	-11	-4	22	5	-2	9	13	7	-12	0
CCCN(CC(=O)Nc1ccccc1C)C(=O)c1cc2ccccc2oc1=O	-6	-1	-6	-16	1	-2	-14	-8	14	-33	-1
Cc1ccc(C2(C)NC(=O)N(CC(=O)c3ccc4c(c3)OCCO4)C2=O)cc1 (stereo not given)	10	8	3	7	-11	-2	14	-12	8	3	5
CCOC(=O)C1CCCN(c2c(C(=O)c3ccccc3)cnc3ccc(OC)cc23)C1 (stereo not given)	-5	7	19	-5	18	8	9	-11	-13	-10	-21
CC(=O)c1cccc(NC(=O)N2CCN(S(C)(=O)=O)CC2)c1	5	-7	-2	11	8	2	8	11	nt	-3	-10
O=[N+]([O-])c1c(Nc2ccccc2O)ccc2nonc12	5	-3	0	-4	5	-10	-2	-11	-13	-21	3
Cc1cccc(NC(=O)Cc2ccc(-c3ccccc3)cc2)n1	-2	-10	2	-26	0	-3	7	-35	-17	16	1
CCn1c(N2CCN(C(=O)/C=C/c3ccccc3)CC2)nc2ccccc21	-8	-5	1	-1	15	5	7	-8	1	4	0

Three entries drawn at random from the list so far:
SMILES	TROY NFkB inh	C8 TRAIL sens	TWEAK Fn14 block	SRC3 inh	Shn3 3UTR inh	KKLEB cytotox	NR5A2 inv ag	SRC1 inh	NR2F2 inh	CF NFkB inh	EBV LMP1 NFkB
CC(C)OC(=O)CSc1nnc(CNc2ccc(Cl)cc2)n1C	8	-5	17	12	-11	2	3	21	3	0	-8
CCn1c(N2CCN(C(=O)/C=C/c3ccccc3)CC2)nc2ccccc21	-8	-5	1	-1	15	5	7	-8	1	4	0
CC(=O)c1cccc(NC(=O)N2CCN(S(C)(=O)=O)CC2)c1	5	-7	-2	11	8	2	8	11	nt	-3	-10

Further entries follow:
SMILES	TROY NFkB inh	C8 TRAIL sens	TWEAK Fn14 block	SRC3 inh	Shn3 3UTR inh	KKLEB cytotox	NR5A2 inv ag	SRC1 inh	NR2F2 inh	CF NFkB inh	EBV LMP1 NFkB
COc1cccc(C(=O)Nc2nnc(-c3ccc(Cl)cc3)o2)c1	8	41	-35	-1	10	-2	8	-7	1	17	14
O=C(O)C[C@H]1c2cc(F)ccc2S(=O)(=O)N1C1CCCCC1	-9	2	2	-1	10	-8	14	15	4	-17	-1
O=S1(=O)CC(N2CCSCC2)CN1Cc1cn(Cc2ccc(F)cc2)nn1 (stereo not given)	-11	-16	22	nt	nt	nt	17	nt	15	nt	nt
CCO[C@H]1OC(C(=O)NCc2ccccc2)=C[C@@H](c2coc3ccccc3c2=O)[C@@H]1CCCO	8	-16	6	-1	-27	7	-20	-7	-16	0	-3
CC1(c2ccc(Cl)cc2)NC(=O)N(CC(=O)N2CCN(C(=O)c3cccs3)CC2)C1=O (stereo not given)	-4	-9	9	-22	1	12	-15	-2	28	-16	-1
CCOc1ccc(CCNC(=O)c2ccc(CS(=O)Cc3ccccc3Cl)o2)cc1 (stereo not given)	6	2	2	-30	-29	1	-5	-7	-24	-3	-4
CC(Nc1ccnc2cc(Cl)ccc12)c1ccc(S(N)(=O)=O)cc1 (stereo not given)	-4	13	7	2	1	-5	4	-3	8	14	4
Nc1nnc(-c2cn(-c3ccccc3)nc2-c2ccc(Cl)cc2)o1	-23	0	2	-20	2	-10	-17	9	6	25	-15
Cc1ccc(CC(=O)N(C)CC(=O)Nc2ccc(N3CCOCC3)cc2)cc1C	5	5	-8	15	-9	-7	0	-21	1	16	0
COC(=O)c1ccc(COC(=O)c2nn(C)c(=O)c3ccccc23)cc1	-3	31	31	-9	54	-1	6	-2	-10	5	1
Cc1cc(C)c2nc(C)cc(N/N=C/c3ccc(O)cc3)c2c1	-53	81*	-352	10	71	-81*	2	3	-1	8	-20
CN(C)/C=C1\C(=O)Oc2ccccc2C1=O	-56	-2	20	19	-5	-5	22	2	19	13	nt
Cc1cc(OCC(O)CN2CCN(C)CC2)ccc1C(C)C (stereo not given)	4&25	-5&-20	-4&0	-15&8	12&-4	-1&-7	8&7	-5&15	7&5	9&12	1&-3
Cc1nc(-c2ccc(C(=O)N3CCOCC3)cc2)cs1	-16	-8	-4	-9	-22	0	-35	-11	-22	4	-7
O=C(COC(=O)c1ccc(S(=O)(=O)N2CCCCC2)cc1)NC1CCCCC1	9	-12	-2	6	-20	0	13	-4	1	6	1
Cc1ccc(C2=N/C(=C\c3ccc(OS(=O)(=O)c4ccc(C)cc4)cc3)C(=O)O2)cc1	11	4	6	0	3	3	3	3	-4	11	5
CCc1nnc(NC(=O)c2cccc(S(=O)(=O)N3CCN(c4ccccc4)CC3)c2)s1	17	1	3	4	nt	2	-11	-11	6	5	-10
Cc1cc(F)ccc1S(=O)(=O)Nc1ccccc1C(=O)NCc1cccnc1	-4	0	9	0	4	-10	-3	-13	-13	13	-2
COc1ccc(CNC(=O)COC(=O)c2ccc3c(c2)OCCO3)cc1	8	-6	7	5	4	5	0	4	-5	5	-17
CCOc1cc(C2C3=C(CC(C)(C)CC3=O)Nc3n[nH]c(C)c32)ccc1O (stereo not given)	-6	-4	-4	11	0	0	4	4	-8	-5	-9
CC(C)c1ccc(OCC(=O)N(Cc2ccccc2)c2ccccn2)cc1	-11	5	-12	13	-1	-16	-6	-11	15	21	-2
COCCOC(=O)c1c(NC(=O)CNCc2ccco2)sc(C(N)=O)c1C	1	-8	-1	2	-1	0	-7	-20	-1	-11	-4
CCOC(=O)N1CCN(C(=O)c2ccc3c(c2)N(Cc2cccc(Cl)c2)C(=O)c2ccccc2S3=O)CC1 (stereo not given)	6	1	10	-2	-2	-13	16	-3	-12	2	11
Cc1ccc(-c2nc(SCC(=O)NCC3CCCO3)c(-c3ccc(Cl)cc3)[nH]2)cc1 (stereo not given)	-13	-12	10	-5	-8	-16	6	4	-31	34	1
Brc1cccc(OCCCCN2CCCCC2)c1	-8	4	-10	9	-2	6	-11	-19	-8	1	-1
C[C@@H]1CN([C@@H](C)CO)C(=O)c2cc(Br)cnc2O[C@H]1CN(C)Cc1ccccc1C(=O)O	-7	-4	2	-7	-8	-9	4	-15	15	3	0
NC(=O)C1=C[C@H](c2ccc(C(F)(F)F)cc2)C[C@H](OCCCCO)O1	3	-11	4	-5	-20	9	8	-5	10	-12	4
O=C(C1=C[C@H](c2ccccc2)C[C@H](OCc2ccc(CO)cc2)O1)N1CCN(Cc2ccccc2)CC1	-5	20	4	2	-25	8	9	-4	3	-7	1
COc1ccc(S(=O)(=O)N2CCN(CC(=O)Nc3cc(C(F)(F)F)ccc3Cl)CC2)cc1	-16	-4	-14	10	18	5	-9	1	nt	4	15
NC(=O)C1CCN(C(=O)OCc2ccccc2)CC1	-15	3	9	-17	-8	6	2	-9	-17	-24	-12
CCOc1ccc(CN(CCO)CCO)cc1C(=O)OC	-20	-1	14	0	-6	-4	20	5	5	7	0
CC(C)(C)NC(=O)c1ccnc(C(C)(C)C)c1	2	9	23	0	-1	-3	-24	-12	15	15	4

These rows are one share of the data; count on the stated rates, not on these rows.
